TR SRC2 fluor cs = alters Texas Red total fluorescence, flagging assay interference | Potency, µM (series often up to 106 µM), for the others: at the highest dose fluorescence change, negative = quenching | TRb/SRC2 Texas Red total fluorescence interference | 280,000 compounds, 0.29% hits | AID 1479; active means well fitted curve in either direction with a large enough effect; inconclusive means small, poorly fitted or top-dose-only effect
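Human TRb ligand-binding domain at 0.6 uM with 20 nM Texas Red SRC2 peptide in Tris buffer containing 1 uM T3 and 5% DMSO, incubated with compound 5 h at ambient temperature. Total fluorescence (555/632 nm) calculated as parallel + 2 × perpendicular.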
aGal spleen mod = inhibitors or activators of human alpha-galactosidase in spleen homogenate; P06280; human spleen homogenate, 4MU-alpha-Gal fluorescence, 40 min; Potency, µM (highest dose often 80 µM), without a hit: at the top dose activity change, negative = inhibition, hits mostly inhibitors; 240,000 compounds, 0.008% hits;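 further: 0% = enzyme with vehicle and -100% = no enzyme basal signal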
Target sequence (P06280 32-429 limits assumed): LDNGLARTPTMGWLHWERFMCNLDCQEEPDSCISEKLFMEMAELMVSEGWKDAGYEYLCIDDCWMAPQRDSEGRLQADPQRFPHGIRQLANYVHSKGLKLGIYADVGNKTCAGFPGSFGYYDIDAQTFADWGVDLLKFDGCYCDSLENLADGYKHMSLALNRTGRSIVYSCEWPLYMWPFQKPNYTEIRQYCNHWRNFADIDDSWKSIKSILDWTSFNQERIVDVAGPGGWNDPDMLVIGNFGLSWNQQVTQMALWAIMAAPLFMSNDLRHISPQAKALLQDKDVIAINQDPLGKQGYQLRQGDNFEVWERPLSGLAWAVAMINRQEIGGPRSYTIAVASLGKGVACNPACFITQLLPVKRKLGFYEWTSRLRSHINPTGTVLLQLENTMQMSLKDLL
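Inhibition or activation of alpha-galactosidase in human spleen homogenate is scored by 4-MU fluorescence after 40 min at 37C, pH 5.0, with 1 mM substrate. AC50s come from concentration-response fitted to the Hill equation.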
Tau fluor counter = counter-screen for tau fibril formation inhibitors; Potency, µM (top dose mostly 57.7 µM), without a hit: at the top dose activity change, negative = decrease; 280,000 compounds, 0.93% hits; tau K18 P301L Alexa594 fluorescence, heparin fibrillization; AID 1463; further: nearly all actives have a fitted effect of over 55% in size
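Human tau K18 P301L (15 uM unlabeled, 0.24 uM Alexa 594-labeled) in 100 mM sodium acetate pH 7 with 20 uM heparin, 6 hr at 37 C. ThT 30 uM added, 1 hr ambient; Alexa 594 FP and total fluorescence read at 555/632 nm.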
ALDH1A1 inh = inhibitors of human aldehyde dehydrogenase 1A1. Purified ALDH1A1, NADH fluorescence, propionaldehyde substrate. Potency, µM (top dose mostly 75.3 µM), inactives show top-dose activity, negative = inhibition, actives largely listed as inhibitors. 220,000 compounds, 7.3% hits; active means well fitted inhibition curve with a large enough effect, not every such curve was filed as active; inconclusive means small, poorly fitted or top-dose-only effect, or another doubt; inactive means no such curve, though single readings can be large or run the other way;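 further: plate controls were no enzyme wells and a reference inhibitor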
Target sequence (P00352 whole entry, looked up): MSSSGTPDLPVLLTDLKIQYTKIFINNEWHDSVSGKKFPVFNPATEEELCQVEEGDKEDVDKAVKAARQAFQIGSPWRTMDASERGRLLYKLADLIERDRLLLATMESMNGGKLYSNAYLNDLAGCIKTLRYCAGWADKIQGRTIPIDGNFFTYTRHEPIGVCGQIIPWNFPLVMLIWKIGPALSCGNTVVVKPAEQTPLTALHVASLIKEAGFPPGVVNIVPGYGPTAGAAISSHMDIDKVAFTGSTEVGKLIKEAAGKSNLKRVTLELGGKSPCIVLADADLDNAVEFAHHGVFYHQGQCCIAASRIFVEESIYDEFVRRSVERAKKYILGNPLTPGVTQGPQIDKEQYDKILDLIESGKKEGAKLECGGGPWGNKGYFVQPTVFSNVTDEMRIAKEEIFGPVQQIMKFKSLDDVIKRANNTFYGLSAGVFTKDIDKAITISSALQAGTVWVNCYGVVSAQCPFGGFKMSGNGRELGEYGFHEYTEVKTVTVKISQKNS
Tau fibril FP = inhibitors of human tau fibril formation | K18 P301L tau heparin fibrillization, Alexa594 FP, 6 h | Potency, µM (titrated, usually from 57.7 µM), inactives show top-dose activity, negative = inhibition, actives largely listed as inhibitors | 280,000 compounds, 0.39% hits; further: nearly all actives have a fitted effect of over 55% in size
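Recombinant K18 P301L […], labeled with Alexa 594 at 0.24 uM over 15 uM unlabeled; heparin inducer 20 uM final; 37 C, 6 hr; FP endpoint.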
Tau ThT inhib = tau fibrillization inhibition (ThT binding); Potency, µM (series often up to 57.4 µM), inactives show at the highest dose activity, negative = inhibition, hits mostly inhibitors; 270,000 compounds, 2.1% hits; P10636; recombinant tau K18 P301L, heparin-induced fibrillization, ThT fluorescence; AID 1460; further: nearly all actives have a fitted effect of over 55% in size
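ThT emission at 510 nm, taken 1 hr after adding 30 uM dye, quantifies aggregates formed when 20 uM heparin acts on human tau K18 P301L for 6 hr at 37 C.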
L3MBTL1 block = L3MBTL1 (human) inhibition; Q9Y468; Potency, µM (series often up to 57.1 µM), for inactives: top-dose activity, negative = inhibition, usual class: inhibitors; AlphaScreen L3MBTL1–H3K9me1 peptide binding; 230,000 compounds, 0.66% hits; AID 485360; further: nearly all actives have a fitted effect of over 60% in size
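L3MBTL1 (50 nM) pre-complexed 30 min with biotinylated H3(1-15)K9me1 peptide (75 nM), then compounds added for 30 min at room temperature; AlphaScreen streptavidin donor/nickel chelate acceptor beads (10 ug/mL final) read after 30 min dark incubation.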
TRb SRC2 PPI = TRbeta-SRC2 interaction inhibition; TRbeta-SRC2 peptide binding, fluorescence polarization; receptor liganded with 1 µM T3; 280,000 compounds, 0.065% hits; Potency, µM (titrated, usually from 106 µM), for inactives: at the highest dose activity change, negative = inhibition, most hits filed as inhibitors;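 further: plate controls were bound peptide for no effect and peptide without receptor for full effect; nearly all actives have a fitted effect of over 50% in size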
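Each compound concentration gave % activity, normalized to unbound and bound Texas Red SRC2 controls, from polarization read after 5 hr ambient incubation with T3-loaded human TRb LBD.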
Active calls of the source: *; ? = inconclusive; . = no result given; & = joins results of further samples; [ ] = remark or other dose. Unless noted, the call rests on the fitted dose curve; in most records, active means well fitted curve in the direction sought with a large enough effect; inconclusive means small, poorly fitted or top-dose-only effect, or another doubt; inactive means no such curve, though single readings can be large; an effect the other way counts as inactive or inconclusive. Unless noted, on the % scale 0 is the no-effect control and ±100 the full control effect; potency means the concentration at half of the fitted maximal effect.

SMILES	TR SRC2 fluor cs	aGal spleen mod	Tau fluor counter	ALDH1A1 inh	Tau fibril FP	Tau ThT inhib	L3MBTL1 block	TRb SRC2 PPI
O=C1CC(c2ccc3c(c2)OCO3)c2ccc(O)cc2O1 (stereo not given)	2%	-5%[119 µM]	-6%[81.3 µM]	9%	5%[81.3 µM]	-5%[81.4 µM]	.	7%
CCCCC/C=C\C/C=C\C/C=C\CCCCCCC(=O)NCCc1ccc(O)c(O)c1	-2%	2%	-18%	-7%	5%	-8%	.	5%
CC1Sc2n(c3ccccc3[n+]2C)N=C1c1ccccc1 (stereo not given)	-3%	6%	1%	3%	-7%	-2%	5%	4%
Cc1c(C)n(Cc2ccc(F)cc2)c2ccc(C(=O)N3CCN(c4ccc(F)cc4)CC3)cc12	4%	.	-10%	.	8%	-6%	.	10%
CCOCCCn1c(SCC(=O)NCc2ccccc2)nc2c(sc3ccccc32)c1=O	-2%	.	2%	.	-5%	11%	.	-12%
CN(CC/C=C1/c2ccccc2CSc2ccccc21)CCCO	2%	-13%	-12%	-4%	3%	?	1%	-2%
CCN(CC)S(=O)(=O)N1CCC(C(=O)NC(C)CCc2ccccc2)CC1 (stereo not given)	-5%	-11%	-6%	?	-8%	-1%	2%	-4%
COc1nc(C)nc2c1ccc1ccccc12	-5%	-10%	-4%	5%	-2%	-5%	10%	1%
Cc1ccc(Cn2c(=O)c3cccnc3n(CC(=O)Nc3cc(Cl)ccc3C)c2=O)cc1	3%	.	-14%	.	-8%	8%	.	5%
O=C(CC1S/C(=N/N=C/C=C/c2ccccc2)NC1=O)Nc1ccc(C(=O)O)cc1 (stereo not given)	-4%	3%	0%	11%	2%	-18%	.	-1%
COc1ccc(-c2c(O)c3c(OC)c4c(cc3oc2=O)OC(C)(C)C=C4)cc1	?	-1%	-18%	?	12%	?	.	-16%
C/C(=N/NC(=O)CN1CCN(S(=O)(=O)c2ccc(Br)cc2)CC1)c1ccncc1	-2%	-2%	-13%	.	-4%	-10%	-4%	-4%
C=C(C)CSc1nc2c(c(=O)[nH]c(=O)n2C)n1Cc1ccccc1	1%	3%	-3%	.	-9%	3%	.	4%
CC1CN=C(NC2CCCCC2C)S1 (stereo not given)	2%	3%	-3%	4%	-3%	1%	3%	6%
NS(=O)(=O)c1ccc(-c2ccc(/C=N/NC(=O)c3ccccc3O)o2)cc1	-3%	1%	-12%	.	-2%	.	.	4%
CCOC(=O)N1CCc2c(sc(NCc3sccc3C)c2C(=O)Nc2ccccc2OCC)C1	-3%	.	-22%	.	5%	?	.	-2%
COc1ccc(C(=O)NC(=S)NNC(=O)COc2ccccc2)cc1	-2%	4%	-12%	18µM*	-2%	?	18%	2%
CC(C)NC(=O)C1CCC(Cn2c(=O)c3sccc3n(Cc3ccc(F)cc3)c2=O)CC1 (stereo not given)	-28%	.	4%	.	4%	5%	.	8%
O=C(C1CCCN1S(=O)(=O)c1cccc2cccnc12)N1CCc2ccccc21 (stereo not given)	-6%	-2%	-6%	0%	15%	-10%	.	-10%
COc1ccc(-c2noc(CN3CCC(Cc4ccccc4)CC3)n2)cc1	-1%	8%	-19%	-13%	6%	?	10%	-1%
O=S(=O)(NCCSc1ccccc1)c1ccc2c(c1)OCCO2	-5%	4%	-22%	0.56µM*	5%	-7%	.	-2%
CC(C)(C)NC(=O)CSc1nc2ccc(Nc3nc(N4CCOCC4)nc(N4CCOCC4)n3)cc2s1	-3%	-24%	?	-2%	10%	-6%	-8%	7%
O=C(Oc1ccc(/C=N/NC(=O)c2ccccc2O)cc1)c1ccccc1	-7%	-23%	-18%	-1%	-5%	-11%	.	8%
COc1ccccc1C(=O)C(O)c1ccccc1OC (stereo not given)	-4%	9%	14%	-4%	1%	3%	4%[11.4 µM]	1%
O=C(Nc1ccccc1)/C(=C/c1ccccc1)c1ccccc1	0%	3%	?	?	20µM*	-21%	-3%	-4%
Cc1ccc(S(=O)(=O)NNC(=O)c2cccc(O)c2)cc1	1%	11%	-12%	-5%	-6%	-9%	2%	10%
C/C(=C\C(=O)c1ccc(Cl)cc1Cl)N(C)C	0%	-5%	-10%	5.6µM*	-1%	?	2%	0%
O=C(O)CCc1ccc(-c2cccs2)n1NC(=O)c1ccco1	-7%	-4%	-8%	-8%	-14%	-9%	.	5%
COc1ccc(C(=O)NCCc2cc3ccc(C)c(C)c3[nH]c2=O)cc1OC	-1%	7%	-9%	?	-4%	-21%	.	-6%
C=CCOc1ccc(CNc2nccs2)cc1OC	0%	-20%	-10%	?	-7%	-9%	?	-19%
c1ccc(-c2csc3ncnc(-n4cnc5ccccc54)c23)cc1	-3%	7%	-10%	-12%	-6%	-11%	0%	2%
Cc1[nH]c2c(Br)cccc2c1[C@H]1[C@@H](CC#N)C1(C)C	0%	1%	?	?	13%	?	-2%	13%
CCOc1ccc(/C=C(/NC(=O)c2ccc(Cl)cc2)C(=O)O)cc1OCC	-1%	6%	4%	.	8%	1%	4%	0%
CC(C)(C)C(=O)C[n+]1ccc(C(N)=O)cc1	1%	9%	0%	2%	-2%	4%	12%	2%
CN(C)S(=O)(=O)c1ccc(NC(=O)N2CCN(c3ccccc3)CC2)cc1	1%	0%	-2%	5%	-4%	-5%	7%	1%
NC(=O)Nc1ccc(Cl)cc1	0%	-7%	0%	.	-2%	.	.	-3%
CN(Cc1ccccc1)S(=O)(=O)c1ccc2[nH]c3c(c2c1)CCCCC3	-14%	.	3.5µM*[quencher]	.	?	0%	.	4%
Cn1cnnc1SCC(=O)NC1CCCCC1	-1%	-5%	-7%	-1%	0%	-2%	.	-2%
CC1CCCC(NC(=O)CCCn2c(=O)[nH]c3cc(Cl)ccc3c2=O)C1C (stereo not given)	-1%	-3%	-14%	4%	5%	-11%	.	-1%
CCOC(=O)N1CCN(C(=O)c2ccc(N3CCCC3=O)cc2)CC1	0%	8%	-6%	10%	0%	-11%	-3%	4%
COc1ccccc1OCC(=O)Nc1ccccc1C(=O)NCc1ccco1	2%	-7%	-15%	-3%	-9%	-12%	5%	9%
CC1(C)[C@@H](O)CC[C@]2(C)[C@H]3C(=O)C=C4[C@@H]5C[C@@](C)(C(=O)O)CC[C@]5(C)CC[C@@]4(C)[C@]3(C)CC[C@@H]12	-2%&-7%	3%&-5%	6%&6%	6%&1%	?	?	2%	2%&-1%
N#Cc1cc([N+](=O)[O-])cnc1Nc1ccccc1	0%	8%	6%	-5%	-4%	1%	1%	8%
Cc1ccccc1C(=O)Nc1ccc(OCc2cc(=O)n3ccccc3n2)cc1	-2%	.	10%	.	-10%	-2%	.	-7%
O=C(O)c1cccc(Oc2cccc(Cl)n2)c1	-2%	5%	2%	0%	3%	-10%	1%	-3%
Cc1ccc(S(=O)(=O)NNC(=S)NC(=O)c2ccc([N+](=O)[O-])cc2)cc1	0%	-2%	-13%	18µM*	6%	?	2%	-2%
O=c1[nH]c(CSc2ncccn2)nc2c1cnn2-c1ccccc1	-3%	-3%	-7%	?	-15%	-10%	37%[activator]	-17%
O=C(/C=C/NCC(=O)c1ccccc1)c1ccc(Br)cc1	-1%	1%	-25%	7.9µM*	-8%	?	-15%	11%
CC(NC(=O)COc1ccc([N+](=O)[O-])cc1)c1ccccc1 (stereo not given)	-3%	0%	-7%	?	0%	-1%	-2%	1%
O=C(Nc1cccc(Cl)c1)c1cc(S(=O)(=O)NCCc2ccc(Cl)cc2)ccc1F	-60%	-8%	?	6%	?	8%	11%	0%
Cc1noc(C)c1COC(=O)[C@@H](NC(=O)c1ccccc1Cl)C(C)C	-2%	8%	0%	3%	-2%	1%	.	-1%
CC(=O)N1C(=O)c2cccc3cccc(c23)C(=O)N1C(C)=O	1%	0%	-3%	?	-5%	-9%	6%[11.4 µM]	0%
CC(Cl)C(=O)c1ccc2c(c1)CCN2C(=O)C1CC1 (stereo not given)	-1%	-2%	-10%	1.4µM*	1%	?	.	-5%

Screening data: PubChem, National Center for Advancing Translational Sciences (NCATS)

Random draw from the library; any-hit rate near 8.5%.
